# High-throughput results (PubChem)
# STK33 inh = blocks human STK33 kinase activity; purified STK33, MBP phosphorylation, ADP-Glo luminescence; inhibition, % at 10 µM; hit rate 0.073% among 320,000;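 active means inhibition at or above 25%, using the most active replicate where run in duplicate; inactive means inhibition below 25%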
# Target sequence (Q9BYT3 whole entry, looked up): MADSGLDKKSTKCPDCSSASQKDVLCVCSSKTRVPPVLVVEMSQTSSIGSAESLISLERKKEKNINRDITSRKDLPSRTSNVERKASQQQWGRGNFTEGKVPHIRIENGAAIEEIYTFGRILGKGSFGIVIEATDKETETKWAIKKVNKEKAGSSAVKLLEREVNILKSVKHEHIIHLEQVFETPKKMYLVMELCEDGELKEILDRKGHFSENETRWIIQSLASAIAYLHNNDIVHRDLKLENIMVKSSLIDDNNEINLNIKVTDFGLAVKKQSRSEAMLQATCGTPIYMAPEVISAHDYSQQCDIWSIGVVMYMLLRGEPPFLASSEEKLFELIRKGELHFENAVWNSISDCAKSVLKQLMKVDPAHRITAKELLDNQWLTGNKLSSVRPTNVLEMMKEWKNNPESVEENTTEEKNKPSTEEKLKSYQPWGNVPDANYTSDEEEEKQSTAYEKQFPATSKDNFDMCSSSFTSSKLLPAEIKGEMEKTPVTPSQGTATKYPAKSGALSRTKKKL
# KCNQ2 inh = KCNQ2 channel blockers in CHO-K1 cells – cell-based, FluxOR thallium flux, B-score, primary screen (AID 2156) | O88943 | 20 min; hits give low values | B-score at 10 µM | hit rate 1.1% among 310,000;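 active means fluorescence ratio B-score at most minus 3 library SDs, with starting brightness B-score within 2 library SDs, cut at about -5.5 in these data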
# OX1R FRET antag = antagonists of human orexin 1 receptor (OX1R); O43613; OX1R-expressing cells, FRET antagonist read-out; inhibition, % at 6.6 µM; hit rate 1.8% among 330,000; AID 485270; in the data active means inhibition mostly above about 38%, no sharp cut-off; inactive means mostly below about 40%;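 further: 0% = agonist challenge alone and 100% = reference antagonist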
# Target sequence (O43613 whole entry, looked up): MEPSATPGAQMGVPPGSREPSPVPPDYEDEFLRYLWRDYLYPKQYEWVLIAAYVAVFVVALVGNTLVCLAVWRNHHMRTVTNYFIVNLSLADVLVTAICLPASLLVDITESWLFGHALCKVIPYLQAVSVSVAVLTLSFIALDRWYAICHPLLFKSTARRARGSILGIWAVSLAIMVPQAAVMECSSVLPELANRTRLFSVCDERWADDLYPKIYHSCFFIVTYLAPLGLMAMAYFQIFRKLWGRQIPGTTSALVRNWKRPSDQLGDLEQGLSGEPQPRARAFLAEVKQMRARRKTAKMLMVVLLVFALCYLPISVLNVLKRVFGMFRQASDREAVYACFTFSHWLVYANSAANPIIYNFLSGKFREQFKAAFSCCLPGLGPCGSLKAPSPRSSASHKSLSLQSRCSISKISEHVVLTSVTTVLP
# * marks the source's active call; other numbers are inactive results; i = inactive; x = no result given. Not a hit list (roughly 2.7% active in at least one column).
SMILES,STK33 inh,KCNQ2 inh,OX1R FRET antag
O=C(c1ccc(Cl)c(S(=O)(=O)N2CCCC2)c1)N1CCN(c2ccccc2F)CC1,-1.1,i,9.2
Cc1cc(=O)n2[nH]c(-c3cccnc3)nc2n1,-0.5,i,1.2
COc1ccc(C2=CN(Cc3ccccc3)C(c3ccccc3)CC2=O)cc1 (stereo not given),-0.9,x,13.2
O=C(CCNC(=O)c1ccc([N+](=O)[O-])cc1)NC1CCCCCC1,-0.5,x,18.5
CC(C)(C)OC(=O)N1CCC[C@H]1C(=O)N/N=C/c1ccc2ncccc2c1,-0.4,i,12.7
CCc1nc(SCC(=O)Nc2c(C)n(C)n(-c3ccccc3)c2=O)n[nH]1,-2.7,i,-2.5
O=C(CSc1nnc(-c2ccncc2)o1)c1ccc2c(c1)OCCO2,-1.1,i,32.3
O=C(COc1ccc(S(=O)(=O)N2CCOCC2)cc1)Nc1ccccc1C(F)(F)F,-1.0,i,7.5
COc1ccc(-c2noc3c2-c2nc(-c4ccccc4Cl)sc2CC3)cc1,-1.1,i,19.7
Cc1ccsc1C(=O)OCC(=O)NC1CCS(=O)(=O)C1 (stereo not given),0.0,i,15.7
CCCCn1nc(C(=O)N(C)CC(=O)Nc2ccc(F)c(F)c2F)ccc1=O,-1.9,x,10.4
Cc1cccn2c(=O)c3cc(C(=O)NC4CCCCC4)c(=N)n(CCN4CCOCC4)c3nc12,-0.1,i,63.3*
O=C(Nc1nc2c(s1)CCCC2)c1cccs1,0.1,x,22.7
Cc1nc(SCC(N)=O)[nH]c(=O)c1CCC(C)C,1.6,i,9.2
O=C(CCNc1ccc(F)cc1)c1ccco1,-0.8,i,7.0
Cc1oc(-c2cccs2)nc1CS(=O)CC(=O)NC1CCCCCC1 (stereo not given),-1.1,i,24.0
O=C(O)CN1CCCCCC1=O,-0.3,i,0.8
CCn1c(CCn2ccnc2C)n[nH]c1=S,-0.4,i,1.5
COc1ccc(N2CCN(c3ccc(NC(=O)/C=C\C(=O)O)cc3)CC2)cc1,-0.1,i,8.2
CCN(CC(=O)NCc1ccc(Cl)cc1)C(=O)COc1cccc(Cl)c1,-1.6,i,18.3
O=[N+]([O-])c1ccc(-c2nc(Nc3ccc(O)cc3)c3ccccc3n2)cc1,-2.3,i,x
C=C(C)CSc1nc2nc(C)cc(C)n2n1,-2.2,i,30.7
CCN1CCN(c2ncnc3scc(-c4ccc(OC)cc4)c23)CC1,0.5,i,9.4
COc1cc(CN2CCCCCC2)cc(OC)c1O,-1.8,i,12.9
C/C(=N\NC(=O)c1c[nH]c2ccccc12)c1ccc(C)s1,-0.2,i,19.9
COc1ccc(N2CCN(S(C)(=O)=O)CC2)cc1,0.8,i,8.9
Cc1nc(NC(=O)c2cccc(-c3cc4ccccc4oc3=O)c2)ccc1Br,x,i,12.6
O=C(c1cc(Br)ccc1Cl)N1CCN(c2ccccn2)CC1,0.9,i,x
CCOc1ccc(CN(C)CC(=O)NCc2ccccc2)cc1,-0.7,i,10.6
CC1CCCC(NC(=S)NC(=O)c2ccccc2Br)C1C (stereo not given),-1.1,i,15.6
CC(=O)c1cccc(OCCN2C(=O)NC(C)(C)C2=O)c1,-3.2,i,5.0
COc1ccccc1C1N(c2ccc(Cl)cc2)C(=O)C2CCCN21 (stereo not given),-2.9,i,6.1
O=C(CSc1ccc(S(=O)(=O)N2CCOCC2)cn1)Nc1ccc(F)c(F)c1,0.8,x,21.1
N/C(=N\OC(=O)/C=C/c1ccccc1)c1ccccn1,4.4,i,18.3
CC1CCCN(S(=O)(=O)c2ccc(NC(=O)Cn3nnc(-c4ccccc4F)n3)cc2)C1 (stereo not given),-0.9,i,18.2
Cc1nn(CC(=O)Nc2ccc3c(c2)nc(CN2CCCCC2)n3C)c(=O)c2ccccc12,-0.5,i,40.2
CCOc1ccc(CCNC(=O)CS(=O)Cc2nc(-c3ccc(C)cc3)oc2C)cc1OCC (stereo not given),-1.0,i,26.7
O=C(N/N=C/c1cc([N+](=O)[O-])ccc1Cl)c1cnccn1,-1.2,i,71.5*
COc1ccccc1NC(=O)c1sc2ncn(Cc3cccc4ccccc34)c(=O)c2c1C,-3.4,i,7.8
COC(=O)C1=C(N)Oc2cc(C)n(Cc3cccnc3)c(=O)c2C1c1cc(OC)ccc1OC (stereo not given),-1.8,i,8.6
CCN(CC(=O)Nc1ccc(C(=O)OC)cc1)C1CCCCC1,-1.8,i,13.8
COc1ccc(S(=O)(=O)N(C)CC(=O)NCc2ccc3c(c2)OCO3)cc1,-1.4,i,17.3
COc1cc(/C=C2/NC(=O)NC2=O)cc(Br)c1OCc1ccccc1,0.2,i,35.1
Cc1cc(C)nc(N(C#N)Cc2cccc(Cl)c2)n1,-0.9,i,6.3
CCOP(=O)(OCC)C(Nc1ccccc1)c1ccco1 (stereo not given),0.5,i,14.7
Cc1cc(=O)oc2cc(NC(=O)c3cc4ccccc4o3)ccc12,-0.4,i,33.4
Cc1ncccc1C(=O)N1CCCC(CNC(=O)C2(c3ccc(Cl)cc3)CC2)C1 (stereo not given),-2.0,i,27.4
CCCNc1nc(Cl)nc(NC(C)(C)C)n1,0.0,i,17.4
CC(=O)NCC(=O)OCN1C(=O)c2ccccc2C1=O,-0.9,i,7.4
Cc1cccc(NC(=O)Cn2c(=O)n(Cc3ccco3)c(=N)c3c4c(sc32)COC(C)(C)C4)c1,x,i,9.2
COc1ccc(OCCOc2ccc(/C=C3\C(=N)N4N=C(C)SC4=NC3=O)cc2)cc1,-0.4,x,4.9
O=C(CCn1cncn1)N1CCCC(N2CCN(c3ccc(F)cc3)CC2)C1 (stereo not given),-0.6,i,6.6
Cc1c(NC(=O)C2CCN(S(=O)(=O)c3cccs3)CC2)c(=O)n(-c2ccccc2)n1C,-0.5,i,5.3
BrC(=C\c1ccccc1)/C=N/Nc1nc(N2CCOCC2)nc(N2CCOCC2)n1,-0.2,i,6.2
CCN(CC(=O)Nc1c(F)cccc1F)C(=O)c1cccc(-n2cccc2)c1,-1.6,i,9.7
Cn1nccc1CNC(=O)c1ccnn1C,-1.4,i,0.9
O=C(COC(=O)c1cccnc1SCC(=O)NCc1ccccc1)NCc1ccccc1,-4.8,i,19.1
COc1ccc(-c2nc(C)c(C(C)=O)n2O)cc1OC,0.4,i,30.2
CN(Cc1ccon1)C(=O)CC1C(=O)NCCN1Cc1ccc(Cl)c(F)c1 (stereo not given),2.1,i,-11.4
O=S(=O)(NCc1ccccc1)c1ccc(-c2cnc(C3CC3)o2)cc1,0.8,i,15.6
# Additional compounds.
SMILES,STK33 inh,KCNQ2 inh,OX1R FRET antag
O=C(CN1CCN(S(=O)(=O)c2ccc(Br)cc2)CC1)Nc1ccc(F)cc1F,0.0,i,2.9
Cc1cccc(OCCn2c(=O)n(C)c3ccccc32)c1,-1.7,i,4.8
COc1ccc(N2CCN(C(=O)c3cccnc3SCc3cccc(Br)c3)CC2)cc1,0.7,i,9.2
Cc1ccc(NC(=O)CSc2nc(N)c3cc4c(nc3n2)CCCC4)cc1,x,i,18.5
COc1ccc(NC(=S)SC)cc1OC,-1.0,i,0.3
COC(=O)c1ccccc1NC(=S)N1CCN(c2ccccc2)CC1,-1.1,i,-0.7
CN(Cc1ccc(Cl)s1)C(=O)CNC(=O)CNC(=O)c1ccc(Cl)cc1Cl,-0.6,x,14.8
CCOC(=O)C1(CC2CCCCO2)CCN(C(=O)Nc2ccccc2SC)CC1 (stereo not given),-0.9,i,6.8
CCn1ncc(Br)c1C(=O)Nc1sc2c(c1C(N)=O)CCC2,-1.9,i,17.4
COCCN(CCOC)S(=O)(=O)c1ccc(C(=O)Nc2nc(C)c(C(C)=O)s2)cc1,0.2,i,8.0
CC1(C)CC2CC(C)(CN2S(=O)(=O)c2ccc(C(=O)Nc3cccc(S(=O)(=O)N4CCOCC4)c3)cc2)C1 (stereo not given),-1.7,i,7.3
O=C1c2cc(N3CCCC3)c([N+](=O)[O-])cc2C(=O)N1c1ccccc1,-1.5,i,3.4

# Only OX1R FRET antag and KCNQ2 inh, for two of the compounds above:
mol	OX1R FRET antag	KCNQ2 inh
COc1ccc(NC(=S)SC)cc1OC	0.3	i
COC(=O)c1ccccc1NC(=S)N1CCN(c2ccccc2)CC1	-0.7	i

# Remaining list, next part.
SMILES,STK33 inh,KCNQ2 inh,OX1R FRET antag
COc1ccc(C2C(C#N)=C(N)OC(C(C)(C)C)=C2C#N)cc1OC (stereo not given),1.2,i,17.4
CC(=O)Nc1ccc(C(=S)NCCCO)cc1,0.1,i,-0.5
CCn1cc(C(=O)NCc2ccco2)c(=O)c2ccc(C)nc21,-0.1,i,5.4
O=C(O)c1cc(-c2cccc([N+](=O)[O-])c2)n[nH]1,1.7,i,50.6
CCCCc1nnc(NC(=O)c2cccc(S(=O)(=O)N3CCN(C)CC3)c2)s1,-1.7,i,10.5
COc1ccccc1C(=O)Nc1cc2c(cc1C(=O)O)OCCCO2,1.9,i,5.1
CCOC(=O)NCC(C)(C)CNC(=O)OCC,-1.1,i,4.9
COc1ccc(CCN(Cc2cccs2)S(=O)(=O)c2ccc(C(=O)O)cc2)cc1OC,-0.6,i,9.6
Cc1ccc(OCCn2c(=O)sc3ccccc32)cc1,0.1,i,16.2
CN(CCNC(=O)c1cc2c(=O)n(C)c3ccccc3c2n1C)Cc1ccccc1,0.2,i,11.2
O=C(c1cccc([N+](=O)[O-])c1)c1ccc2c(c1)C(=O)N(c1c[nH]c(=O)[nH]c1=O)C2=O,-0.2,i,58.5
CCCCNc1nc2c(-c3ccccc3)nnn2c2ccccc12,-0.4,i,11.4

# Complete entries from above.
# Record of O=C(O)CN1CCCCCC1=O → STK33 inh = -0.3; KCNQ2 inh = i; OX1R FRET antag = 0.8
# Record of O=C(c1cc(Br)ccc1Cl)N1CCN(c2ccccn2)CC1 → STK33 inh = 0.9; KCNQ2 inh = i; OX1R FRET antag = x
# Record of CC1CCCN(S(=O)(=O)c2ccc(NC(=O)Cn3nnc(-c4ccccc4F)n3)cc2)C1 (stereo not given) → STK33 inh = -0.9; KCNQ2 inh = i; OX1R FRET antag = 18.2

# Following part.
SMILES,STK33 inh,KCNQ2 inh,OX1R FRET antag
Cc1ccc(C(=O)Nc2cccc3ccccc23)cc1,0.4,i,7.8
Cc1nn(-c2ccccc2)c(C)c1C(=O)OCC(=O)N(C)c1c(N)n(Cc2ccccc2)c(=O)[nH]c1=O,0.0,i,5.4
O=C(NNC(=O)c1cc(-c2ccccc2)nc2ccccc12)Nc1cccc(Cl)c1,0.1,-6.34*,89.6*
CCc1[nH]c(=O)c(C#N)c2c1CCCC2,-1.0,i,18.1
Cc1oc2cc([N+](=O)[O-])c(O)c([N+](=O)[O-])c2c1C(=O)c1ccc(Br)cc1,0.2,i,67.5*
COc1cc(NC(=O)c2ccc(Cl)cc2)c(OC)cc1NC(=O)CN1CCOCC1,3.2,i,26.0
COc1ccc(OC)c(-c2csc(NC(=O)CSc3ccc(Br)cc3)n2)c1,-2.8,i,16.9
C=CC[n+]1c(-c2ccc(OC)cc2)csc1NNC(=O)Nc1ccccc1,0.4,i,11.6
CCOC(=O)c1ccc(NC(=O)Cc2cccs2)cc1,-0.3,i,4.1
COc1ccc(CN(Cc2ccccn2)S(=O)(=O)c2ccc(-n3cnnn3)c(OC)c2)cc1,-1.9,i,7.8
CCSc1nc2c(c(=O)n(C)c(=O)n2C)n1Cc1ccc(Cl)cc1,-0.2,i,5.5
CCOC(=O)N1CCN(C(=O)/C(=C/c2cccs2)NC(=O)c2ccc(OC)c(OC)c2)CC1,2.3,i,9.2
CC(=O)N1c2ccc(S(=O)(=O)NCCC(=O)NCCc3ccc(C)cc3)cc2CC1C (stereo not given),-0.6,i,2.8
Cc1cc(NC(=O)c2ccc(COc3ccccc3Cl)o2)no1,-2.7,i,30.4
CNc1nc(C)nc(-c2ccccc2O)n1,-1.0,i,18.2
CCOC(=O)C1=C(Cn2cnc3ccccc32)NC(=O)NC1c1cc(C)ccc1C (stereo not given),0.0,i,39.4
COc1ccc(C(=O)NCC(c2ccco2)N2CCc3ccccc32)c(OC)c1 (stereo not given),-1.5,-7.98*,25.6
NCCCC[C@@H]1NC(=O)c2cc([N+](=O)[O-])cc(I)c2SC[C@@H](C(=O)NCC(N)=O)NC(=O)CNC1=O,-0.4,i,86.7*
Nc1ccc2nc(CN3CCOCC3)[nH]c2c1,0.5,i,16.2
CN1/C(=C/C=N/n2cnnc2)C(C)(C)c2ccccc21,-0.1,i,8.7
COc1cc(-c2c(C#N)c(N)nc3c2c(C)nn3-c2ccc(C)c(C)c2)cc(OC)c1OC,-0.8,i,1.1
COc1ccc2c(c1)CC(C)C/C2=N\NC(=O)c1ccco1 (stereo not given),-0.2,i,24.4
N#Cc1ccc(C23CC4(C2)[C@H](CN(Cc2cccnc2)[C@@H]4c2ccccc2)C3c2ccccc2)cc1 (stereo not given in full),-2.2,i,15.7
CSc1nnc(NC(=O)c2cc(=O)c3cc(C)cc(C)c3o2)s1,0.0,i,9.6
CCNC(=S)Nc1ccc(OCc2nc3ccccc3s2)cc1,-0.8,i,2.9
CC(C)Oc1ccc(Cn2c(-c3ccco3)n[nH]c2=S)cc1,0.6,i,22.7
COc1ccc(OCc2nnc(SCC(=O)NNC(=O)c3ccc(C)cc3)n2C)cc1,-0.9,i,6.6
CN(C)CCCNc1cc(O)c2ncccc2c1,-1.6,x,45.0*
CN(C)S(=O)(=O)c1ccc(N2CCCC2)c(C(=O)NC2CCCCC2)c1,-2.2,i,11.1
COc1ccc(S(=O)(=O)Cc2ccc(C(=O)NCc3ccccc3)o2)cc1,-0.2,i,18.5
CC(=O)Nc1ccc(-c2nc3ccc(NC(C)=O)cc3o2)cc1,-0.6,i,-5.5
